# Screens deposited in PubChem by several laboratories.
# ASAP1 inh: blocks human ASAP1-stimulated Arf1 GTP hydrolysis | inhibition, % at 16.5 µM | GDP FP detection | Q9ULH1 | 360,000 compounds, 0.19% hits; in the data active = inhibition above about 25%;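 note: 0% = vehicle with enzyme and substrate and 100% = no enzyme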
# proKLK7 act: proKLK7 (human) activation, primary screen; P49862; purified proKLK7, EDANS-DABCYL substrate fluorescence; 100% is mature enzyme control, 0% vehicle; activation, % at 7 µM; 370,000 compounds, 0.9% hits; AID 652039;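 active = activation above the mean of all tested compounds plus 3 SD, computed per campaign excluding outliers beyond control limits, cut at about 13% in these data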
# Target sequence (P49862 whole entry, looked up): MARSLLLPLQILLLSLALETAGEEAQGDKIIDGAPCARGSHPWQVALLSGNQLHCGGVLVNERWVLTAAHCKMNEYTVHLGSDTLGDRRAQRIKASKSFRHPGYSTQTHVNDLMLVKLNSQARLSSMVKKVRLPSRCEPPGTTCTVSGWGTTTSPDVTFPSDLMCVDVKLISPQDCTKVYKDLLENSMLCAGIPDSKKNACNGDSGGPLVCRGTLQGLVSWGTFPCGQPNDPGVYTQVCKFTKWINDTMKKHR
# NR1D1 modulator: Rev-erb alpha (human) modulation; P20393; Rev-erbα–FITC-DNA binding, fluorescence polarization, 90 min; activity, % at 10 µM; 370,000 compounds, 0.79% hits; AID 1259318;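 active = activity above about 14%, limit read from the data; passing the limit was not always enough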;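 note: 0% = DMSO wells with 35 nM protein and 100% = DMSO wells with 750 nM protein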
# UHRF1 MBD2 ctr: blocks human UHRF1 binding to methylated DNA | UHRF1 binding to methylated oligo, TR-FRET | inhibition, % at 4.4 µM | 370,000 compounds, 0.75% hits | AID 687016; in the data active = inhibition above about 21%;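 note: UHRF1 SRA domain binding a hemimethylated CpG hairpin DNA probe; 0% = median of test compound wells and 100% = reference inhibitor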
# PLCg1 inh: blocks human PLC-gamma1 enzyme activity | purified PLC-gamma1, fluorogenic substrate, fluorescence | P19174 | 370,000 compounds, 0.84% hits | inhibition, % at 12.2 µM; in the data active = inhibition above about 9.5%
# HGIII-sPLA2 inh: Blocks human group III sPLA2 activity; inhibition, % at 12.2 µM; 370,000 compounds, 0.56% hits; Q9NZ20; AID 743126; QFRET BODIPY PC-A2 liposome hydrolysis, fluorescence;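 active = inhibition above mean plus 3 SD of compounds lying within the high and low control bounds, cut at about 19% in these data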;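 note: 0% = median of test compound wells and 100% = no enzyme DMSO wells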
# Target sequence (Q9NZ20 whole entry, looked up): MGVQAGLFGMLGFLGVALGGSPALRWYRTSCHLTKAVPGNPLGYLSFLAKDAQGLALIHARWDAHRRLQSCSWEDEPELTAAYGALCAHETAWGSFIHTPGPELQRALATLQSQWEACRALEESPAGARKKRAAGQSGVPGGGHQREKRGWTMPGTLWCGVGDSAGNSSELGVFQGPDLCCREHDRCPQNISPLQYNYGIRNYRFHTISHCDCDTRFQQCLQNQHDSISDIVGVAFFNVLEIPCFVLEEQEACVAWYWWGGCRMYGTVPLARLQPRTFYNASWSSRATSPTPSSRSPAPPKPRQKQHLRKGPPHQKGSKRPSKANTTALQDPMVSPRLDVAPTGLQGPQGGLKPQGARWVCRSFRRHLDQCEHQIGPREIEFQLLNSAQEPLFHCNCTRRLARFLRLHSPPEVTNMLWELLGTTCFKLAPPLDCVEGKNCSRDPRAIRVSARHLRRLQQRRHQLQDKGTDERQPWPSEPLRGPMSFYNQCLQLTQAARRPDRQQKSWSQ
# Tn6 DDE FP: inhibitors of Tn6 peptide binding to human fibrin DD(E); P02675; Fibrin DD(E) TRITC-Tn6 fluorescence polarization displacement; inhibition, % at 8.3 µM; 370,000 compounds, 0.21% hits;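 active = inhibition above a per-campaign cutoff: mean of compounds within control limits plus 3 SD, cut at about 15% in these data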;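 note: 0% = median of all compound wells on the plate and 100% = blocking peptide control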
# PLC-beta3 inh: inhibitors of human phospholipase C beta3; Q01970; Purified PLC-beta3, fluorogenic substrate, fluorescence; inhibition, % at 12.2 µM; 370,000 compounds, 0.18% hits; AID 720704; in the data active = inhibition above about 11%;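 note: 0% = median of compound wells on plate and 100% = full blocker control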
# ARFGAP1 inh: rat ARFGAP1 inhibition. 360,000 compounds, 0.26% hits. Q62848. inhibition, % at 16.5 µM. Arfgap1-stimulated ARF1 GTP hydrolysis, GDP FP detection;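 active = inhibition above a per-plate limit, mean inhibition of low control wells plus 3 SD, cut at about 25% in these data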;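 note: 0% = DMSO wells with enzyme and 100% = wells lacking Arfgap1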
# Target sequence (Q62848 1-136 limits assumed): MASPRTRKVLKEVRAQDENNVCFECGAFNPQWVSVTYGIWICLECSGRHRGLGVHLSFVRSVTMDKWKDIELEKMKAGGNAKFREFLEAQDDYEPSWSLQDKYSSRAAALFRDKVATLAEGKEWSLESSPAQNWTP
#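 Repeats: one replicate per compound; assay system: rat Arfgap1 catalytic domain, aa 1-136; times: enzyme reaction 120 min at 25 °C after 20 min preincubation; detection: FP of antibody-bound GDP Alexa 633 tracer, ex 620/em 688 nm; benchmarks: high control wells lacking Arfgap1, low control full reaction with DMSO; reagent: human ARF1(Δ1-17)-GTP substrate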
# DDE Tn7 FP inh: DD(E)-Tn7 binding inhibition, primary FP screen. P02675. FP displacement of FITC-Tn7 peptide from fibrin DD(E); 0% = median of compound wells per plate. 370,000 compounds, 0.13% hits. AID 720508. inhibition, % at 8.3 µM;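 active = inhibition above the mean of compounds falling within the control limits plus 3 SD of them, cut at about 14% in these data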;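 note: 0% = plate median of compound wells and 100% = 10 µM Aha-Tn7 peptide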
#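 system = human fibrin DD(E) protein | quantity = DD(E) 2 µM final | medium = Tris/NaCl/CaCl2 buffer, pH 7.8 | also added = labelled Tn7 tracer, 0.1 µM | compound dosing = single point at 8.3 µM | timing = compound with protein 10 min, then 3 h after probe, room temperature | signal = FP measurement | benchmarks = Aha-Tn7 high control | repeats = one replicate per compound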
# The depositor's hits bear a star; i = inactive.
1: O=C(Nc1cccc(S(=O)(=O)Nc2ccccc2F)c1)c1ccc2ccccc2n1
2: CN1C(=O)c2ccccc2N(C)C1c1ccc2c(c1)OCO2 (stereo not given)
3: Cc1cccc(N(C(=O)Cn2nnc3ccccc32)C(C(=O)NCc2ccco2)c2ccncc2)c1C (stereo not given)
4: O=C(COC(=O)c1cccs1)NCC1CCCCC1
5: Cc1cccn2c(=O)c3cc(C(=O)NCC(C)C)sc3nc12
6: O=C(CSc1n[nH]c(-c2ccccn2)n1)Nc1cccc(Cl)c1
7: CCC1C(C#N)=C(N)OC2=C1C(=O)CC(C)(C)C2 (stereo not given)
8: CCOC(=O)[C@H]1[C@H]2COc3ccc(C)cc3[C@@H]2N2C(=O)[C@@H](C)NC(=O)[C@@]12C
9: NS(=O)(=O)c1ccc(CNC(=S)NC(=O)c2ccco2)cc1
10: C/C(=N/NS(=O)(=O)c1cc(C)ccc1C)c1c[nH]c2ccccc12

Compound,1,2,3,4,5,6,7,8,9,10
ASAP1 inh,15.6,8.7,-3.3,1.3,-9.5,-21.8,7.7,-3.7,9.7,2.5
proKLK7 act,0.1,18.6*,-0.7,-0.1,0.5,-0.1,1.3,-0.3,-0.6,-0.6
NR1D1 modulator,-4.4,-0.3,0.8,5.1,-9.9,7.2,-0.6,-1.1,-3.1,1.8
UHRF1 MBD2 ctr,0.8,2.4,-3.1,-1.9,-0.2,-1.1,7.8,-1.1,0.5,0.9
PLCg1 inh,2.6,-433.2,-1.0,-1.1,-46.2,-3.0,0.6,1.1,1.2,-1.5
HGIII-sPLA2 inh,-15.6,3.4,-17.9,4.4,4.9,-23.4,-0.3,3.2,-1.6,3.6
Tn6 DDE FP,-3.8,-1.0,3.4,3.9,3.0,6.2,-10.4,11.4,10.9,2.2
PLC-beta3 inh,-2.7,i,2.4,4.5,-79.8,-7.0,0.7,3.4,1.1,-10.6
ARFGAP1 inh,-5.0,10.8,6.2,-6.8,-4.0,-5.6,-1.8,-12.5,4.3,16.4
DDE Tn7 FP inh,7.1,-0.8,-2.2,0.4,-1.2,7.0,-0.7,-2.4,-4.5,-4.5

# Laid out differently: results already given
# Second line of a record – ASAP1 inh	proKLK7 act	NR1D1 modulator	UHRF1 MBD2 ctr	PLCg1 inh	HGIII-sPLA2 inh	Tn6 DDE FP	PLC-beta3 inh	ARFGAP1 inh	DDE Tn7 FP inh
4) O=C(COC(=O)c1cccs1)NCC1CCCCC1
    1.3	-0.1	5.1	-1.9	-1.1	4.4	3.9	4.5	-6.8	0.4
10) C/C(=N/NS(=O)(=O)c1cc(C)ccc1C)c1c[nH]c2ccccc12
    2.5	-0.6	1.8	0.9	-1.5	3.6	2.2	-10.6	16.4	-4.5
3) Cc1cccc(N(C(=O)Cn2nnc3ccccc32)C(C(=O)NCc2ccco2)c2ccncc2)c1C (stereo not given)
    -3.3	-0.7	0.8	-3.1	-1.0	-17.9	3.4	2.4	6.2	-2.2
5) Cc1cccn2c(=O)c3cc(C(=O)NCC(C)C)sc3nc12
    -9.5	0.5	-9.9	-0.2	-46.2	4.9	3.0	-79.8	-4.0	-1.2

# Continuation:
11: CN1CCN(C(=O)c2ccccc2NC(=O)c2cccc(Cl)c2)CC1
12: O=C(O)c1ccccc1OCc1nc2ccccc2s1
13: COc1ccc(C(=O)OCc2cc3cccc(C)c3[nH]c2=O)cc1
14: O=C(Nc1ccccc1)c1ccsc1
15: O=S(=O)(NCCc1cn2ccccc2n1)c1ccc(F)c(C(F)(F)F)c1
16: Oc1cccc(Nc2c3ccccc3nc3ccccc23)c1
17: O=c1[nH]c(SCc2ccccc2Cl)nc2c1CCC2
18: CC(=O)N1CCSc2ccc(S(=O)(=O)NCCc3cccc(C)c3)cc21
19: Cc1cc(NC(=O)CCC(=O)N(c2ccccc2)C(C(=O)NC2CCCCC2)c2cccs2)no1 (stereo not given)
20: CCN(Cc1ccncc1)C(=S)Nc1ccccc1

Compound,11,12,13,14,15,16,17,18,19,20
ASAP1 inh,9.5,4.7,10.2,-4.7,1.2,0.4,-2.2,-9.2,15.7,-7.3
proKLK7 act,0.3,0.4,0.0,-0.3,0.8,2.4,0.3,0.7,0.5,-0.4
NR1D1 modulator,2.8,1.6,58.6*,-1.7,0.1,9.3,-1.4,-1.2,1.9,-1.8
UHRF1 MBD2 ctr,-2.2,-1.0,0.2,-3.4,-1.5,-8.9,-1.2,1.4,-0.9,-3.0
PLCg1 inh,-1.7,-4.4,1.4,-1.7,-0.6,-208.4,-1.5,16.1*,0.7,1.8
HGIII-sPLA2 inh,-4.4,-4.8,4.7,1.5,-4.2,2.1,-9.7,-7.3,-0.1,-4.4
Tn6 DDE FP,1.6,0.5,-1.7,-2.9,-3.2,1.6,3.7,16.3*,-6.8,-4.1
PLC-beta3 inh,-2.2,-1.2,0.8,3.1,-1.2,-262.0,-0.3,-3.2,0.3,1.7
ARFGAP1 inh,-8.2,-6.3,9.7,12.6,13.9,-3.3,6.7,-1.1,13.8,-0.5
DDE Tn7 FP inh,-3.3,-4.6,2.9,-6.2,9.3,5.1,8.2,-0.4,-3.6,-2.4

21: COc1ccc(C(=O)c2sc(NC(C)C)nc2N)cc1OC
22: CC(=O)c1ccc(S(=O)(=O)N(C)CC(=O)Nc2cccc(S(=O)(=O)N3CCCC3)c2)cc1
23: COc1ccccc1-n1c(SCC(=O)NC(C)(C)C)nnc1-c1ccco1
24: COc1ccc2[nH]c(=O)c(CN(C(=O)c3ccncc3)C(C)(C)C)cc2c1
25: COc1ccc(COC(=O)C2CCN(S(=O)(=O)c3ccc(OC)c(OC)c3)CC2)cc1
26: COCCN(C(=O)CCC(=O)Nc1ccccn1)C(C(=O)NC(C)C)c1ccc(C)cc1 (stereo not given)
27: CCOC(=O)c1c(NC(=O)COc2ccc3ccc(=O)oc3c2)sc(C(=O)N(C)C)c1C
28: Cc1cccc(CN2CCN(C(=O)CCl)CC2)c1
29: COc1ccccc1NC(=S)NCCc1ccc(S(N)(=O)=O)cc1
30: O=C1NC[C@@H](CCCCN2CCN(Cc3ccccc3)C(=O)C2=O)N(Cc2ccccc2)C1=O

Compound,21,22,23,24,25,26,27,28,29,30
ASAP1 inh,2.3,-2.6,-14.3,-7.7,0.5,-0.6,4.8,-4.2,1.2,15.4
proKLK7 act,0.6,0.1,0.1,-0.4,0.1,0.6,-2.3,-0.1,0.2,-0.2
NR1D1 modulator,1.1,0.5,-1.2,0.2,6.7,-4.0,2.6,-4.4,-2.8,2.2
UHRF1 MBD2 ctr,-1.9,-0.1,0.7,0.4,20.3,0.2,-2.6,2.5,3.1,-2.5
PLCg1 inh,-7.9,-3.4,-1.7,-29.8,6.7,-0.1,-20.0,0.9,1.7,0.8
HGIII-sPLA2 inh,5.0,-3.8,3.3,-2.9,-14.3,-5.4,3.4,4.4,8.1,4.4
Tn6 DDE FP,-3.4,0.0,4.5,7.9,-4.1,-4.1,0.3,0.1,1.9,-5.4
PLC-beta3 inh,-6.3,-6.8,1.7,-23.8,-0.5,-3.8,-33.2,2.9,0.8,6.5
ARFGAP1 inh,-0.9,2.6,-11.4,11.9,2.9,1.3,-23.8,1.9,-0.9,-2.0
DDE Tn7 FP inh,-2.5,2.1,6.8,-6.8,-1.2,0.3,2.8,-0.4,-1.3,-14.1

31: Cn1c(NCc2ccccc2O)nc2ccccc21
32: COc1ccc(-n2c(N)c(C(=O)NCC3CCCO3)sc2=S)cc1 (stereo not given)
33: C=C(C)COc1ccc(-c2nc(N)nc(C)c2Oc2ccccc2OC)c(O)c1
34: Cc1cccc(C)c1NC(=O)C(c1cccc2ccccc12)n1c(=O)c(-c2cc3ccccc3[nH]2)nc2ccccc21 (stereo not given)
35: Cn1c(=O)c2c(SCc3cccnc3)nc(C3CC3)nc2n(C)c1=O
36: CCC1(c2ccccc2)NC(=O)N(CC(=O)N(C)CC(=O)Nc2cccc(OC)c2)C1=O (stereo not given)
37: CC(=O)Nc1ccc(S(=O)(=O)N2CCN(c3nc(NC4CCCC4)c4ccccc4n3)CC2)cc1
38: CC(=O)Nc1ccc(-c2ccnc3c2CC(C)(C(=O)NCc2ccncc2)O3)cc1 (stereo not given)
39: CC1CCN(CCOc2ccc(Cl)c(Cl)c2)CC1
40: Cn1c(=O)c(=O)n(C)c2cc([N+](=O)[O-])c(N3CCOCC3)cc21

Compound,31,32,33,34,35,36,37,38,39,40
ASAP1 inh,-13.0,4.9,-4.0,6.1,1.8,-5.3,17.6,-7.3,2.4,3.1
proKLK7 act,-0.5,0.0,-0.4,0.5,0.4,0.3,-1.4,0.0,-0.6,0.2
NR1D1 modulator,0.1,-5.6,-3.1,-5.1,2.2,2.5,5.8,-16.6,4.1,7.8
UHRF1 MBD2 ctr,3.7,-4.2,-0.4,-1.8,0.4,0.5,1.2,-1.7,-2.3,-12.7
PLCg1 inh,-0.4,4.2,-35.2,-55.5,0.2,2.2,-23.0,-1.5,-3.7,5.7
HGIII-sPLA2 inh,1.7,0.1,-1.6,-4.3,0.6,0.8,-41.0,-2.5,0.0,-0.3
Tn6 DDE FP,-13.3,3.7,-0.4,5.0,3.0,-1.4,-5.1,6.3,1.3,-9.0
PLC-beta3 inh,-2.3,4.7,-46.9,-82.6,-3.2,-1.2,-29.1,-0.8,1.3,0.7
ARFGAP1 inh,-3.2,11.2,12.1,9.7,4.3,-2.8,39.4*,1.8,-0.5,1.9
DDE Tn7 FP inh,-6.7,-0.6,-1.6,0.0,-2.2,-4.0,-2.6,-3.9,3.4,4.3

41: CCCc1c(OCCCOc2ccc(OCC(=O)O)cc2)ccc(C(C)=O)c1O
42: CC(C)N(C(=O)Cn1c(-c2ccccc2Cl)nc2ccccc21)c1ccccc1
43: OC1CCN(C(=S)Nc2ccc(Nc3ccccc3)cc2)CC1
44: COc1cccc(NC(=O)Nc2cccc(C(=O)O)c2)c1

Compound,41,42,43,44
ASAP1 inh,-16.1,3.7,-7.2,1.4
proKLK7 act,0.2,0.4,0.9,-0.3
NR1D1 modulator,-1.2,0.7,-2.8,2.7
UHRF1 MBD2 ctr,0.8,-0.9,0.0,-0.7
PLCg1 inh,-8.0,0.5,-0.4,1.3
HGIII-sPLA2 inh,-0.8,-5.6,-6.2,-1.1
Tn6 DDE FP,5.1,-9.0,-3.7,-4.7
PLC-beta3 inh,-12.7,1.5,-3.1,2.1
ARFGAP1 inh,-13.9,2.1,-5.7,12.1
DDE Tn7 FP inh,7.1,0.6,-5.7,-4.2
